Screening results from PubChem.
ERK AVP block = qHTS Assay for Inhibitors of the ERK Signaling Pathway using a Homogeneous Screening Assay. 72,000 tested, 0.99% active. Potency, µM (top dose mostly 57.5 µM), for the others: at the highest dose activity, negative = inhibition, usual class: inhibitors. HEK293-V1b, vasopressin-stimulated pERK AlphaScreen; also: potency is read from the fitted curve at half-maximal effect; % is scaled to controls: 0 for no effect and ±100 for the full control effect; nearly all actives have a fitted effect of over 55% in size
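qHTS, compounds titrated on V1b-expressing HEK293 cells. Preincubation 30 min at 37C, vasopressin 25 nM for 5 min, lysis 10 min, bead incubation 5 hr at room temperature.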
HEK293 cAMP ctrl = qHTS Assay for Agonists of the Thyroid Stimulating Hormone Receptor: Activators of Intracellular cAMP Concentrations in Parental HEK 293; parental HEK293 CNG cAMP sensor, membrane potential fluorescence; Potency, µM (top dose mostly 57.1 µM), without a hit: at the top dose activation, hits mostly activators; 73,000 tested, 2.5% active; also: potency is read from the fitted curve at half-maximal effect; % of control where 0% means no effect; nearly all actives have a fitted effect of over 55% in size
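Parental HEK 293 cells stably expressing a modified CNG channel (no TSHR) report cAMP rise as membrane depolarization. Membrane potential dye with 100 uM RO 20-1724 was loaded for 60 min at room temperature, then compound added for 30 min; fluorescence read at 590 nm.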
Fluorescein autfl = qHTS Assay for Spectroscopic Profiling in Fluorescein Spectral Region. Compound autofluorescence, 480/540 nm, fluorescein-equivalent; stronger effect = higher value. max fluorescein-equivalent concentration, M. 59,000 tested, 0.91% active. AID 593, 2007; in the data active = max fluorescein-equivalent concentration above about 10 nM; inconclusive = between about 1.1 nM and that limit
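Compounds (23 nL) in 100 mM Tris pH 8.0, 15 min at room temperature, then fluorescence read at 480 nm excitation/540 nm emission. Signal converted to fluorescein-equivalent concentration from an on-plate fluorescein standard curve.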
Luciferase inh = qHTS Assay for Inhibitors of Firefly Luciferase | Luciferin 4-monooxygenase (Photinus pyralis), P08659 | purified firefly luciferase, luminescence, 8 min | Potency, µM (highest dose often 57.1 µM), for inactives: top-dose activity change, negative = inhibition, most hits filed as inhibitors | 72,000 tested, 2.2% active | AID 411, 2009; also: potency is read from the fitted curve at half-maximal effect; % is scaled to controls: 0 for no effect and ±100 for the full control effect; nearly all actives have a fitted effect of over 40% in size
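Firefly luciferase (PKLight detection mix) with 10 uM ATP in pH 7.2 imidazole buffer (KCl, MgCl2, Tween 20, BSA). Compounds tested across a concentration series (qHTS). Luminescence read after 8 min at ambient temperature.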
Casp1 inh = qHTS Assay for Allosteric/Competitive Inhibitors of Caspase-1; P29466; Caspase-1 enzyme, Ac-WEHD-AFC fluorogenic rate; Potency, µM (highest dose often 57.5 µM), for the others: at the top dose activity change, negative = inhibition, hits mostly inhibitors; 75,000 tested, 0.03% active; AID 900, 2007;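 also: potency is read from the fitted curve at half-maximal effect; plate controls were vehicle for no effect and no substrate for full effect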
Tau fil binding = qHTS Assay for Tau Filament Binding; Microtubule-associated protein tau (Homo sapiens), P10636; recombinant tau filaments, thioflavin S fluorescence, 15 h; filaments grown with octadecylsulfate alongside compound; Potency, µM (doses to about 57.1 µM), inactives show at the top dose activity change, negative = inhibition; 71,000 tested, 2% active; AID 596, 2007;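 also: potency is read from the fitted curve at half-maximal effect; % is scaled to controls: 0 for no effect and ±100 for the full control effect; actives lower thioflavin S fluorescence by blocking filaments or displacing dye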
Target sequence (P10636 whole entry, looked up): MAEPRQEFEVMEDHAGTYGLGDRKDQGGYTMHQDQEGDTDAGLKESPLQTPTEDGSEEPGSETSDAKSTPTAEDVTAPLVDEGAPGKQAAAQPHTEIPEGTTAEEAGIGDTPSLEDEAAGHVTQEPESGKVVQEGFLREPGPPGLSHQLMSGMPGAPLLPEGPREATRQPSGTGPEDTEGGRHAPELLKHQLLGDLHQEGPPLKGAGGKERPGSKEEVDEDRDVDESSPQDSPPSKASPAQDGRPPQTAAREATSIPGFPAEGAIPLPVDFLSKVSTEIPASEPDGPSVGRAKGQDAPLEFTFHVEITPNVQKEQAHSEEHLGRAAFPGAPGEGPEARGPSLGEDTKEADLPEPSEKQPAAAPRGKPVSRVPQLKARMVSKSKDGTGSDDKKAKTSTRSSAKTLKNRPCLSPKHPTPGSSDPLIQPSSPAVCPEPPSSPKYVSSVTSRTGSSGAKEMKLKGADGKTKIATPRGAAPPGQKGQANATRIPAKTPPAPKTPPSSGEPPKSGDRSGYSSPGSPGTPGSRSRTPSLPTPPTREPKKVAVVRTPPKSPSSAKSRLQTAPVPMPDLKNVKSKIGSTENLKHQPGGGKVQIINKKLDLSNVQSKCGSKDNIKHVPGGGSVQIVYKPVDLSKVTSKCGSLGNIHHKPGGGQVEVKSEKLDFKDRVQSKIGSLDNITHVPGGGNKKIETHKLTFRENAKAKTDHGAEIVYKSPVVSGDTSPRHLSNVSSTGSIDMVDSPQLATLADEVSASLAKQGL
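ThS-based fibril read: tau 1 uM final, inducer ODS 30 uM final, 37 C for 15 h, ex 450/em 510 nm.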
4-MU autofl = qHTS Assay for Spectroscopic Profiling in 4-MU Spectral Region. max dye-equivalent concentration, M. compound autofluorescence, 340/450 nm, 4-MU equivalents; stronger effect = higher value. AID 589, 2007. 59,000 tested, 11% active; in the data active = max dye-equivalent concentration above about 10 nM; inconclusive = mostly about 1.1 nM to 9.6 nM
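Compounds in 100 mM Tris, pH 8.0, sat 15 min at room temperature before fluorescence was read at 340 nm excitation/450 nm emission; a per-plate six-point 4-MU standard curve converted signals to dye-equivalent concentration at each compound concentration.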
TexasRed autofl = qHTS Assay for Spectroscopic Profiling in Texas Red Spectral Region; max dye-equivalent concentration, M; AID 587, 2007; Compound fluorescence, Texas Red channel, 547/618 nm; stronger effect = higher value; 59,000 tested, 0.06% active; in the data active = max dye-equivalent concentration above about 10 nM; inconclusive = between about 1.1 nM and that limit
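Spectral interference profiling: each compound concentration's relative fluorescence, read with a 547 nm excitation and 618 nm emission filter pair, was normalized to a per-plate Texas Red standard curve.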
Caspase-7 inhib = qHTS Assay for Allosteric/Competitive Inhibitors of Caspase-7. recombinant caspase-7, Ac-DEVD-AFC fluorescence rate. Potency, µM (titrated, usually from 57.5 µM), without a hit: at the highest dose activity change, negative = inhibition, hits mostly inhibitors. P55210. 75,000 tested, 0.02% active; active = well fitted inhibition curve with a large enough effect in the main read-out, with a control signal flat, not every such curve was filed as active; inconclusive = small, poorly fitted or top-dose-only effect, or a change in a side signal; also: potency is read from the fitted curve at half-maximal effect; % of control where 0% means no effect
Target sequence (P55210 24-198 limits assumed): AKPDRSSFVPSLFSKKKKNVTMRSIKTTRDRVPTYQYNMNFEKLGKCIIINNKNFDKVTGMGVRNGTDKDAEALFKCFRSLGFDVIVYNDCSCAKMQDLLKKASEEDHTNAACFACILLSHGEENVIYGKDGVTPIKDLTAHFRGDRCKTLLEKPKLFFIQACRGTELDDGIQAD
Target sequence (P55210 207-303 limits assumed): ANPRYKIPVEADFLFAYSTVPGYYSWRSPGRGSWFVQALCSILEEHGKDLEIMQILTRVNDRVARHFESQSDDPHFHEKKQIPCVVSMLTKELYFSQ
A350 fluor = qHTS Assay for Spectroscopic Profiling in A350 Spectral Region. Compound autofluorescence, 340/450 nm, Alexa 350 dye-equivalents; stronger effect = higher value. max dye-equivalent concentration, M. 59,000 tested, 11% active; in the data active = max dye-equivalent concentration above about 10 nM; inconclusive = mostly about 1.1 nM to 9.6 nM
Rhodamine fluor = qHTS Assay for Spectroscopic Profiling in Rhodamine Spectral Region. 59,000 tested, 0.05% active. Rhodamine-region fluorescence, 547/598 nm, Tris buffer; stronger effect = higher value. max dye-equivalent concentration, M. AID 594, 2007; in the data active = max dye-equivalent concentration above about 11 nM; inconclusive = between about 1.1 nM and that limit
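Intrinsic compound fluorescence, ex 547 / em 598 nm, CCD imager. Tris 100 mM pH 8.0; 15 min RT. Output = rhodamine dye-equivalent concentration at each compound concentration.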
Starred values were filed as active, the others as inactive; i = inactive; ? = inconclusive; . = not tested or not shown; [ ] = dose if it differs, or a comment. Unless noted, calls follow the shape of the dose curve; as a rule, active = well fitted curve in the direction sought with a large enough effect; inconclusive = small, poorly fitted or top-dose-only effect, or another doubt; inactive = no such curve, though single readings can be large; an effect the other way counts as inactive or inconclusive. This is a subset; count on the stated rates, not on these rows.

SMILES	ERK AVP block	HEK293 cAMP ctrl	Fluorescein autfl	Luciferase inh	Casp1 inh	Tau fil binding	4-MU autofl	TexasRed autofl	Caspase-7 inhib	A350 fluor	Rhodamine fluor
COC(=O)C(C(=O)NCC1CCCO1)C1CCCCCC1 (stereo not given)	12%	7%	?	0%	0%	2%	i	?	0%	i	i
Cc1ccc2cc(CN(Cc3cccs3)C(=O)c3ccco3)c3nnnn3c2c1C	-7%	?	i	3%	-9%	16%	i	i	-3%	i	i
O=C(Cc1cn2ccsc2n1)OCc1nc2ccccc2s1	-26%	?	?	-1%	1%	0%	i	?	-9%	i	i
N=c1c2c(-c3ccccc3)c(-c3ccccc3)oc2ncn1CCCN1CCOCC1	-12%	?	?	3%	-3%	9%	1.6e-08M*	?	-1%	1.7e-08M*	i
O=c1c(-c2ccc(F)cc2)coc2c3c(ccc12)OCCO3	5%	-1%	?	1%	4%	-6%	i	?	-3%	i	i
COc1ccc(C)cc1-n1nnnc1SCn1nnc2ccccc2c1=O	14%	?	i	-37%	-7%	-2%	i	?	6%	i	i
COc1ccc2cc(CN(CCc3ccccc3)Cc3nnnn3CC3CCCO3)c(=O)[nH]c2c1 (stereo not given)	-6%	2%	?	1%	-3%	-10%	i	?	-2%	i	i
Cc1cccc(C)c1NC(=O)N1C2CCCC1CC(NC(=O)C(C)(C)C)C2 (stereo not given)	1%	-1%	i	3%	1%	-7%	i	i	-1%	i	i
CC(C)CCn1c(CN(C)Cc2ccccc2)nc2c1c(=O)n(C)c(=O)n2C	6%	4%	?	4%	0%	-3%	i	i	0%	i	i
Cc1cc(N2CCC(C(=O)NC3CCCCC3)CC2)nc(-c2ccccc2)n1	5%	26%	i	1%	2%	2%	i	?	1%	i	i
CCCCCNCCCCC	10%	?	.	.	-3%	1%	.	.	0%	.	.
NS(=O)(=O)c1ccc(CCNC(=O)C2CCCN2C(=O)OCc2ccccc2)cc1 (stereo not given)	0%	?	i	1%	3%	-9%	i	i	1%	i	i
CCn1c(N2CCN(CC(=O)c3ccc(OC)cc3)CC2)nc2ccccc21	6%	2%	i	4%	-2%	3%	i	i	1%	i	i
Cc1ccccc1S(=O)(=O)Cc1ccc(C(=O)NCCCOC(C)C)o1	10%	2%	i	0%	1%	5%	i	i	1%	i	i
CCCCC(C=O)NC(=O)C(CC(C)C)NC(=O)OCc1ccccc1 (stereo not given)	21%	26%	.	-2%	1%	?	.	.	0%	.	.
CC(=O)c1c(N2CCOCC2)nc(=S)n(-c2cc(C)ccc2C)c1C	-16%	3%	i	1%	3%	-2%	i	?	1%	i	i
C=CCN(CC=C)C(=O)Nc1cc(Cl)ccc1OC	-23%	26%	i	0%	1%	-2%	i	?	1%	i	i
O=C(NC1CCCCC1)C(c1ccco1)N(Cc1cccnc1)C(=O)C1COc2ccccc2O1 (stereo not given)	-15%	16µM*	i	0%	-4%	0%	i	i	0%	i	i
COc1cc2c(cc1NC(=O)COC(=O)Cn1cnc3ccccc31)oc1ccccc12	-22%	-9%	?	16µM*	-2%	2%	i	i	-4%	i	i
COC(=O)C(NC(C)=O)(Nc1ccccc1)C(=O)OC	.	.	i	1%[25.5 µM]	.	.	i	i	.	i	i
COc1ccc(-c2nnc(SCC(=O)Nc3ccc(Cl)cc3)n2C)cc1	-10%	-15%	i	-1%	-1%	-13%	i	i	1%	i	i
Cc1c(=O)n(OCc2ccccc2)c2ccccc2[n+]1[O-]	-29%	2%[11.4 µM]	.	3%	1%	-21%[11.4 µM]	.	.	0%	.	.
COC(=O)c1ccccc1N1C(=O)C2C(C1=O)C1C=CC2C12CC2 (stereo not given)	6%	70%	i	-2%	-1%	1%	i	i	-1%	i	i
CCOC(=O)C1=C(C)NC(=O)C(C#N)C1c1ccncc1 (stereo not given)	-7%	3%	i	-16%	0%	-5%	i	i	1%	?	i
CCCCN(C)CCCNC(=O)C1CC(=O)N(Cc2ccc(OC)cc2)C1 (stereo not given)	31%[activator]	1%	i	-1%	-1%	6%	i	i	0%	i	i

More structures:
SMILES	ERK AVP block	HEK293 cAMP ctrl	Fluorescein autfl	Luciferase inh	Casp1 inh	Tau fil binding	4-MU autofl	TexasRed autofl	Caspase-7 inhib	A350 fluor	Rhodamine fluor
COCCNC(=O)Cn1nc(C(F)(F)F)c(Cl)c1C	2%	7%	i	2%	0%	-11%	i	i	2%	i	i
CCCS(=O)(=O)N1CCCC(C(=O)NCc2ccc3c(c2)OCO3)C1 (stereo not given)	5%	5%	i	1%	1%	4%	i	?	1%	i	i
O=C(O)C1C2C=CC(C2)C1C(=O)NCCc1ccccc1 (stereo not given)	-10%	1%	i	-4%	-2%	7%	i	?	1%	i	i
c1cncc(-c2cc(-n3ccnc3)ncn2)c1	-12%	-4%	i	-3%[2.29 µM]	-7%	-25%	i	i	-8%	i	i
COc1ccc(-n2c(=O)cnc3cnc(N4CCOCC4)nc32)cc1	-16%	12%	i	0%[11.4 µM]	-10%	6%	i	i	-17%	i	i
Nc1nc2c(ncn2[C@H]2CC[C@@H](CO)O2)c(=O)n1C(=O)c1ccccc1	-24%[11.5 µM]	-5%[11.4 µM]	i	3%[11.4 µM]	-4%[11.5 µM]	4%[11.4 µM]	i	i	-2%[11.5 µM]	i	i
CCOC(=O)CC1(CC(=O)OCC)NC(=O)c2c(C)sc(C(=O)OCC)c2N1	4%	8%	?	2%	-2%	-10%	2.5e-07M*	i	-3%	3.1e-07M*	i
Cc1c(-c2ccccc2)sc(N)c1C(=O)N1CCOCC1	-6%	-1%	i	-2%	?	-14%	?	i	-22%	1e-08M*	i
COC(=O)CN(n1cnnc1)S(=O)(=O)c1ccccc1	11%	0%	.	-1%	0%	3%	.	.	3%	.	.
C=CCC(NCc1ccccc1)c1ccco1 (stereo not given)	-9%	?	i	0%	2%	-1%	i	i	-2%	i	i
CCOC(=O)N1CCC(Nc2ncnc3c2cnn3-c2ccc(C)cc2C)CC1	.	?	.	0%	1%	-20%	.	.	-1%	.	.
CC(C)(C)c1c2c(c(C(C)(C)C)c3c1OCN(Cc1ccccc1)C3)OCN(Cc1ccccc1)C2	8%[11.5 µM]	-7%[11.4 µM]	i	2%[11.4 µM]	2%[11.5 µM]	-3%[11.4 µM]	?	i	-7%[11.5 µM]	?	i
O=c1cc(-c2ccccc2)nc(N2CCN(Cc3ccc4c(c3)OCO4)CC2)[nH]1	-12%	6%	i	2%	-4%	6%	8.7e-08M*	i	-6%	8.6e-08M*	i
Cc1ccccc1NC(=O)C1CCN(c2cnccn2)CC1	10%	7%	?	-2%	0%	-7%	i	i	2%	i	i
O=C1C(=O)N(CCO)C(c2ccccc2)/C1=C(\O)c1ccccc1 (stereo not given)	-2%	2%	.	-2%	2%	-6%	.	.	-1%	.	.
CCCn1c(-c2ccc(F)cc2)nc2c(NC3CCN(Cc4ccccc4)CC3)nc(C)nc21	2%	?	.	.	1%	151%	.	.	-2%	.	.
COC(=O)c1ccccc1NC(=O)C1CC(=O)N(C2CCCCC2)C1 (stereo not given)	-22%	17%	i	2%	1%	10%	i	i	1%	i	i
O=C1CC(c2ccncc2)c2cc3c(cc2N1)OCCO3 (stereo not given)	-10%	-2%	?	-1%	1%	16%	i	i	-1%	i	i
CC(=O)OC[C@@H]1O[C@@H](O/N=C2/C[C@@H](O)[C@@H](O)[C@@H]3[C@@H]4C(=O)N(C5CCCCC5)C(=O)[C@H]4CC[C@H]23)[C@H](OC(C)=O)[C@H](OC(C)=O)[C@@H]1OC(C)=O	19%[11.5 µM]	-1%[11.4 µM]	.	1%[11.4 µM]	1%[11.5 µM]	.	.	.	-1%[11.5 µM]	.	.
O=C(CSCc1ccccc1)N1CCN(Cc2ccc3c(c2)OCO3)CC1	-18%	?	?	2%	0%	-4%	i	i	0%	i	i
COCc1cc(C)nc(Nc2cc(C)ccc2C)c1C#N	33%[activator]	18%	.	1%	-8%	14%	.	.	0%	.	.
Cc1cc(N)c(-n2cc3c(=O)n(C)c(=O)n(C)c3c2)cc1C	3%	2%	i	-15%	?	-22%	4.7e-08M*	i	-22%	4.8e-08M*	i
COc1ccc(Cn2nnnc2C(C(C)C)N2CCN(c3ccccc3OC)CC2)cc1 (stereo not given)	-9%	13µM*	i	1%	-4%	-4%	i	i	6%	?	i
CCOC(=O)c1cnc(N2CCOCC2)[nH]c1=O	21%	3%	?	2%	-1%	-6%	i	i	-1%	i	i
